# NR2E3 ag-1 = activates human NR2E3 receptor; Q9Y5X4; CHO-S Gal4-NCOR/VP16-NR2E3 two-hybrid, luciferase; inhibition of corepressor binding, % at 3.98 µM; 360,000 compounds, 0.35% hits; AID 602229;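 active = inhibition above the mean of all tested compounds plus 3 SD, cut at about 70% in these data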;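 also: 0% = DMSO with NR2E3 transfected cells and 100% = cells lacking NR2E3 construct; higher means lower luciferase signal from less NR2E3 corepressor binding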
# Target sequence (Q9Y5X4 whole entry, looked up, the tested form may be a part): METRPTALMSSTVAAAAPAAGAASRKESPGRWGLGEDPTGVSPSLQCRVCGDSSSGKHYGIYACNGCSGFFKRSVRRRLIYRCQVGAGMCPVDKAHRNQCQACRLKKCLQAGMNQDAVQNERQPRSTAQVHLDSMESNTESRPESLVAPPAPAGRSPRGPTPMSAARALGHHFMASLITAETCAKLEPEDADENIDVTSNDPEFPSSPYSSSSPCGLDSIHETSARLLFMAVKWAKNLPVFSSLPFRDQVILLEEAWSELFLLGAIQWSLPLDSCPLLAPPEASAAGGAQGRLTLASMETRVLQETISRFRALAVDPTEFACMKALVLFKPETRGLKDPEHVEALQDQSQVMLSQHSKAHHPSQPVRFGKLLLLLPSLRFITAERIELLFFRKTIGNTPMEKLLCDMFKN
# C8 TRAIL sens = caspase-8 TRAIL sensitization; NB7+C8 cells + TRAIL, ATPlite viability luminescence; inhibition (viability loss, TRAIL sensitization), % at 10 µM; AID 624354; 360,000 compounds, 1% hits;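 active = compounds causing at least 50% loss of cell viability in the single-dose screen, relative to plate controls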
# Shn3 inh set2 = reduces Shn3 3'UTR luciferase signal in osteoblasts; inhibition, % at 12.5 µM; Clone20 osteoblast Shn3 3'UTR firefly luciferase, 24 h; AID 588674; 360,000 compounds, 0.52% hits;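 active = mean inhibition of at least 75% with every replicate also reaching 75%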;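 also: 0% = median of neutral control wells and 100% = pilot-screen positive control compound; some compounds past the cut are filed as inactive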
# CF NFkB block = cystic fibrosis NF-kB activation inhibition; inhibition, % at 5 µM; KKLEB NF-kB-GFP reporter, PAF-induced, GFP fluorescence overnight; 360,000 compounds, 0.86% hits;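 active = at least 50% inhibition at 5 µM, scaled per plate between neutral and stimulator controls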;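 also: PAF is a Pseudomonas aeruginosa culture filtrate used as stimulus; plate controls were PAF-stimulated DMSO wells for no effect and unstimulated DMSO wells for full effect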
# KKLEB tox = counter-screen for CF NF-kB inhibitors: cytotoxicity | 360,000 compounds, 0.36% hits | activity change (cytotoxicity), % at 5 µM | KKLEB CF airway cells viability, ATPlite luminescence, overnight; stronger effect = lower value; cells stimulated with P. aeruginosa culture filtrate;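 active = corrected activity change at or below -50% at 5 µM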
# LMP1 NFkB inh = Epstein-Barr LMP1 NF-kappaB reporter inhibition; 350,000 compounds, 0.69% hits; LMP1-induced NF-kappaB luciferase reporter cells, luminescence; inhibition, % at 12.5 µM; in the data active = inhibition above about 41%;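 also: 0% = neutral control wells and 100% = reference inhibitor control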
# NR2E3 ag-2 = activates human photoreceptor nuclear receptor NR2E3; AID 2300; inhibition of corepressor binding, % at 4.78 µM; Q9Y5X4; GST-NR2E3/biotin-RetCOR TR-FRET, 1536-well; 320,000 compounds, 0.12% hits;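 active = percent inhibition above the cutoff of mean plus 3 SD of all tested compounds, set per screening campaign, cut at about 20% in these data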;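 also: 0% = DMSO wells and 100% = biotin wells as full block of FRET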
#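 Material – GST-tagged NR2E3 plus biotinylated RetCOR corepressor · Quantity – NR2E3 fusion 1.35 nM · Times – 5 h incubation at 4 °C · Medium – pH 7.5 Tris-based buffer · Technique – TR-FRET, Eu(K)-anti-GST donor, streptavidin-D2 acceptor, ex 340, em 617/671 nm · Benchmarks – high control biotin, low control 0.6% DMSO · Format – 1536-well plates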
# TRPM1 prom inh = inhibitors of MITF-driven TRPM1 promoter in melanoma cells. SK-MEL-5 TRPM1 promoter luciferase, 24 h. inhibition, % at 12.5 µM. 330,000 compounds, 0.83% hits;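 active = mean inhibition across replicates of 60% or more, whatever share of single replicates reaches that level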; also: values of inactives mirror those of a sister screen read the other way
# HIF-2a block = inhibitors of HIF-2a | 786-0 RCC cells HIF-2a reporter, luciferase luminescence, overnight | 360,000 compounds, 0.72% hits | AID 624352 | inhibition, % at 18.8 µM;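 active = inhibition of the luminescence signal of 40% or more relative to plate controls, in a single-dose primary screen at 18.75 µM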
# iPSC survival up = hiPSC single-cell survival enhancement; 360,000 compounds, 0.044% hits; AID 602274; ATPlite luminescence; 100% = ROCK inhibitor wells, 0% = DMSO; survival enhancement, % at 20 µM; in the data active = survival enhancement above about 18%;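 also: cells exposed to compounds for 16 hours before the ATP read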
# Peg3 prom inh = Peg3 promoter activity inhibition | HeLa PEG-Prom luciferase reporter, luminescence, overnight | 360,000 compounds, 1.7% hits | inhibition, % at 20 µM | AID 588405;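 active = inhibition of at least 50% at 20 µM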
# Active calls of the source: *; · = no result given.
Compound	NR2E3 ag-1	C8 TRAIL sens	Shn3 inh set2	CF NFkB block	KKLEB tox	LMP1 NFkB inh	NR2E3 ag-2	TRPM1 prom inh	HIF-2a block	iPSC survival up	Peg3 prom inh
CSc1ccc(CN2CCCC(CO)(Cc3ccccc3)C2)cc1 (stereo unspecified)	-4	14	-5	16	2	-2	1	-5	22	-1.8	10
Nc1nonc1-n1nnc(C(=O)N/N=C/c2ccc(Cl)cc2Cl)c1CN1CCOCC1	-12	11	-6	15	-9	10	-1	-13	12	-0.3	2
O=C(O)CCNS(=O)(=O)c1cccc(Br)c1	-5	-1	-2	-12	-4	3	3	1	18	-0.5	-4
O=C1c2ccccc2-c2cccc(C(=O)N3CCCCCC3)c21	21	4	7	-1	0	6	1	4	8	-0.9	32
COC(=O)C[C@@H]1C[C@@H]2c3cc(NS(=O)(=O)c4ccc(F)cc4)ccc3O[C@@H]2[C@@H](CO)O1	-5	-12	1	-26	6	0	·	·	-9	3.5	9
O=C(Nc1c2c(nn1-c1ccccc1)CS(=O)(=O)C2)C1CCCC1	0	-6	-5	-2	-2	3	4	-3	12	0.6	14
COc1ccc(NC2CCCN(C(=O)CCc3ccccc3F)C2)cc1 (stereo unspecified)	6	5	3	-6	10	4	-3	-2	-8	-0.3	2
CCOc1ncnc2c1oc1nc(CC(C)C)c3c(c12)CC(C)(C)OC3	9	-17	13	10	-24	-8	2	2	18	0.1	5
C[C@H]1CN(S(=O)C(C)(C)C)[C@H](CCO)/C1=C\c1ccccc1 (stereo partly specified)	7	-7	-14	12	-4	-7	·	-5	0	4.5	13
CC(NC(=O)c1ccccc1F)C1CC1 (stereo unspecified)	-5	5	13	7	1	2	4	10	-5	-0.4	-9
Cc1cc2oc(=O)cc(CN(C)Cc3ccccc3)c2cc1C(C)C	-13	-9	12	14	-3	-2	-1	-9	14	0.6	30
CC1CCCCC1NC(=O)CSc1nnc(CC(=O)Nc2ccccc2F)n1C (stereo unspecified)	-26	6	-12	-7	7	-4	0	2	13	-0.4	6
CCC1Oc2ccc(C)cc2N(CC(=O)N2CCN(c3ccc(F)cc3)CC2)C1=O (stereo unspecified)	-5	-11	-15	6	-11	·	0	·	-25	-3.1	5
CN(C)c1nc(Nc2ccc(F)cc2)nc(Oc2ccc(F)cc2)n1	-13	11	-5	13	-2	-9	0	10	6	-0.6	10
Cc1ccccc1NC(=O)Cn1nnc2c(cnn2-c2ccc(F)cc2)c1=O	-3	-6	-24	-9	8	8	0	9	-7	-2.0	-75
O=C1C=C(O)CC(c2ccc(Cl)cc2)C1 (stereo unspecified)	-42	-10	-2	12	2	2	2	4	9	2.8	8
CCc1nc(N)c(C#N)c(-c2cccnc2)c1C	-16	2	5	27	-4	2	4	11	10	3.2	18
COc1nc(-c2ccc(Cl)cc2Cl)nc2ccccc12	-17	-16	-18	-21	0	-6	0	0	-86	1.0	-24
O=c1oc2ccccc2c(Nc2cc3ccccc3cc2O)c1[N+](=O)[O-]	-82	-5	-41	48	-19	-35	5	8	-203	-0.2	-198
COc1cccc(C(C)(O)c2nc(-c3ccc4ccccc4c3)cs2)c1 (stereo unspecified)	7	0	10	-8	-9	·	·	·	-188	-1.4	-85
Cc1ccc(C(C)C)c(OCC(=O)NN=C2CCCCCCC2)c1	14	-6	-8	-23	2	-3	0	-9	9	1.2	11
CC(=O)N/C(=C/c1ccc2c(c1)OCO2)C(=O)NCCCO	-22	-5	-8	-2	12	3	0	-14	-1	-3.3	-4
COc1ccc(NC(=O)[C@@H]2CC=C[C@@H]3CCN(Cc4ccc(Cl)c(Cl)c4)C(=O)[C@@H]32)cc1	25	16	-3	-6	-7	2	1	17	-2	1.5	37
Cc1ccc(NC(=O)[C@H](C)NC(=O)C2CCN(C(=O)[C@@H](NC(=O)OC(C)(C)C)C(C)C)CC2)cc1	-2	14	14	-4	11	-2	0	12	6	0.6	8
CC(Sc1nnc(CN2CCCC2)n1Cc1ccccc1)C(=O)Nc1ccc(F)cc1 (stereo unspecified)	-29	5	4	19	-8	-4	-2	7	10	-0.5	5
CCCCn1c(N)c(N(CC(C)C)C(=O)CCCc2nc3ccccc3c(=O)[nH]2)c(=O)[nH]c1=O	3	14	-10	-21	-14	4	-2	10	7	2.4	-12
COc1ccc(C(CNC(=O)c2cccc(Br)c2)N2CCCC2)cc1 (stereo unspecified)	-14	5	11	2	-7	-5	0	-4	-10	-2.9	9
Cc1cc(C(=O)CSc2nnc(-c3ccc(Cl)cc3)n2CC2CCCO2)c(C)n1C (stereo unspecified)	-1	14	6	-5	11	-4	4	3	-4	0.3	11
O=S(=O)(c1cccs1)N1CCN(Cc2nc3ccccc3s2)CC1	-32	11	-63	10	-19	-16	-1	-13	-173	-0.4	-82
COc1ccc(CN2CC(C(=O)NCCN3CCOCC3)CC2=O)cc1 (stereo unspecified)	10	1	-11	16	1	0	0	-8	-4	8.4	11

# Results in NR2E3 ag-2, for 2 of the compounds above:
canonical_smiles	NR2E3 ag-2
O=C(O)CCNS(=O)(=O)c1cccc(Br)c1	3
O=C1c2ccccc2-c2cccc(C(=O)N3CCCCCC3)c21	1

# Additional compounds:
Compound	NR2E3 ag-1	C8 TRAIL sens	Shn3 inh set2	CF NFkB block	KKLEB tox	LMP1 NFkB inh	NR2E3 ag-2	TRPM1 prom inh	HIF-2a block	iPSC survival up	Peg3 prom inh
O=C(O)CSC(C(=O)Nc1ccc(C(F)(F)F)cc1)c1ccccc1 (stereo unspecified)	-14	-3	0	1	2	-6	-1	1	-2	-0.5	-8
CN(C)S(=O)(=O)c1ccc(NC(=O)CN2CCN(c3ccccn3)CC2)cc1	-25	-6	1	1	16	2	0	1	23	0.1	12
N#Cc1cc(Oc2ccc(Cl)cc2)c(N2CCOCC2)cc1C#N	-40	-4	4	-1	-14	-7	0	-13	23	0.4	-8
CC1(C)CC(=O)C(N=Nc2c(Cl)cc(Cl)cc2Cl)=C(O)C1	12	5	3	10	6	1	-2	-23	-22	-1.0	-62
CN(C(=O)c1cc(COc2c(F)cccc2F)on1)C1CCOC1 (stereo unspecified)	-33	9	-31	7	7	-14	-3	-55	-117	2.2	-85
COCc1cc(=O)c2ccccc2o1	-46	-7	-14	1	10	-10	·	1	6	-0.9	-6
Cc1occc1C(=O)NC(C)C12CC3CC(CC(C3)C1)C2 (stereo unspecified)	-12	-5	1	10	4	-9	1	3	11	-0.4	4
C[C@@H]1CN([C@H](C)CO)C(=O)CCCn2cc(nn2)CO[C@H]1CN(C)S(=O)(=O)c1ccccc1C#N	-7	-16	-14	9	-6	1	·	·	2	7.1	3
CCCCn1c(N)c(N(CCOC)C(=O)COc2ccc(OCC)cc2)c(=O)[nH]c1=O	5	4	-6	-21	17	-8	0	8	1	0.2	-6
CC(C)C[C@@H](CSc1ccc(Br)cc1)N1CCN(CCc2ccccc2)CCC1=O	-9	4	-21	39	-19	-12	-1	-12	-215	3.1	-160
CCOc1ccc(N(CC(=O)NCCSCc2ccccc2Cl)S(C)(=O)=O)cc1	16	-11	4	-3	4	-2	·	-3	-4	0.1	19
COc1ccc(C(=O)N2CCN(Cc3ccc4c(c3)OCO4)CC2)cc1OC	-4	2	-4	-24	-4	2	0	17	24	-0.5	23
O=C(NC1CCCCC1)c1cc(F)cc2c1OCOC2	-23	-20	·	1	-3	9	3	15	5	0.0	-8
CCOc1ccc(/C(O)=C2/C(=O)C(=O)N(c3ccccn3)C2c2ccc(F)cc2)c(C)c1 (stereo unspecified)	-22	2	-24	11	-6	-6	8	-2	-42	-0.7	-7
COc1ccc(N2CCN(C(=O)CSc3nnc4c(C)cc5ccccc5n34)CC2)cc1	-9	-16	22	-2	-8	4	0	-1	9	-0.4	-1
O=C(C1CCCN(Cc2ccc([N+](=O)[O-])cc2)C1)N1CCCCC1 (stereo unspecified)	-7	4	-11	4	0	-4	-1	1	14	-0.5	7
CN1CCN(c2nc(C#N)cc(-c3ccccc3)n2)CC1	-16	-29	-6	-1	-4	18	-1	6	20	-0.2	24
Cc1cccc(NC(=O)Nc2ccc(OCc3ccccc3)cc2)n1	-43	-2	-7	1	5	-12	1	-1	-18	-0.1	-6
COc1ccccc1C(O)c1ncc(-c2ccccc2C)[nH]1 (stereo unspecified)	-4	-10	-14	3	3	·	·	·	-10	8.8	9
CC(C)(C)OC(=O)N1O[C@H]2CC1[C@@H]1[C@@H]2N=NN1CCc1ccncc1	-16	9	-18	8	-10	-1	·	5	8	-0.3	0
Cc1ccc(N2CC(C(=O)NCCC(C)C)CC2=O)cc1 (stereo unspecified)	1	-16	-4	1	2	5	-2	-11	3	-0.8	9
CC(=O)Nc1nc2ccc(S(=O)(=O)N3CCCC3)cc2s1	-17	-19	-8	-13	1	13	2	-7	-14	-0.4	9
C#CC1(O)CCC2C3CCC4=C(CCC(=O)C4)C3CCC21C (stereo unspecified)	-25	-8	12	20	-6	1	·	6	-2	-1.1	29
Cc1ccsc1CN(C)CC(=O)NCC(=O)Nc1ccc(F)cc1	-6	0	1	-4	-14	6	-4	-4	4	1.2	13
COc1ccc(C(C)=O)cc1CN1C(=O)NC2(CCCCC2C)C1=O (stereo unspecified)	-17	4	-7	-2	-6	-8	2	-12	3	5.0	12
O=C(NCCO)c1ccc2c3n(nc2c1)-c1ccc(Cl)cc1CO3	-196	24	-45	-19	-12	-33	2	-81	-278	-0.1	-325
CC(C)Oc1cc(F)ccc1-c1cc(C(=O)NCc2ccccc2)[nH]n1	-1	-17	5	-5	2	·	·	·	-15	-1.9	-13
Cc1cc(=O)n2c3ccccc3n(CC(O)CN3CCN(CCO)CC3)c2c1C#N (stereo unspecified)	8	10	6	-8	4	-2	-4	10	5	-0.3	10
O=C(c1cccnc1)N1CCN(c2ccc3ccccc3n2)CC1	16	5	17	6	-17	0	-2	1	-8	3.0	0
Cc1ccc(NC(=O)C(C)OC(=O)c2ccc(NS(=O)(=O)c3ccc(F)c(F)c3)cc2)cc1 (stereo unspecified)	-8	2	7	5	-7	2	2	5	9	-2.2	14
O=C(CN1CCN(S(=O)(=O)c2ccc(F)cc2)CC1)Nc1cc(C(F)(F)F)ccc1Cl	-24	-24	30	14	-6	16	1	-13	6	-1.7	6
CC(C)c1ccc(/C=N/NC(=O)c2nnn(-c3nonc3N)c2CN2CCOCC2)cc1	-36	1	-2	-33	-12	-9	-1	7	7	-0.1	5
FC(F)(Cl)c1nnc2ccc(Sc3ccccn3)nn12	-20	2	-11	20	6	5	2	-12	19	2.0	-2

# High-throughput results deposited in PubChem BioAssay by several laboratories.

# Not all compounds are listed. The share of hits here may be higher or lower than overall.
